GC-B act: GC-B (human) receptor activation; P20594; HEK293-GC-B cells, CNP EC30, cGMP TR-FRET; 0% at EC30 CNP, 100% saturating CNP; activation, % at 10 µM; 370,000 tested, 0.11% active; AID 1920062;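 active = activation at 10 µM reaching about 35% in either raw or pattern-adjusted values, limit read from the data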
FXN GAA850 act: frataxin GAA850 promoter activation. HEK293 lucGAA850 FXN promoter luciferase reporter, 24 h; percent of 10 µM SAHA response. activation, % at 6 µM. 360,000 tested, 0.56% active;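 active = activation above the average of all compounds screened plus 3 SD, cutoff fixed separately per campaign, cut at about 7.5% in these data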;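 also: 0% = DMSO wells and 100% = 10 µM SAHA wells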
rCAG RNA binder: binds r(CAG) RNA repeats; r(CAG) RNA repeat, TO-PRO-1 dye displacement fluorescence; inhibition, % at 3 µM; 370,000 tested, 1.3% active; AID 651821;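 active = inhibition above the plate cutoff, the mean of all test compounds on that plate plus 3 SD, cut at about 35% in these data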;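 also: 0% = DMSO alone and 100% = 100 µM mitoxantrone as full dye displacement; higher means more dye released from RNA so lower well fluorescence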
ADAM10 inh: inhibitors of human ADAM10 | recombinant ADAM10, EDANS/DABCYL FRET peptide cleavage, 3 h | inhibition, % at 7 µM | 370,000 tested, 0.62% active | O14672 | AID 720582;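 active = inhibition above a per-campaign cutoff equal to the mean of compounds falling between control-based bounds plus 3 SD, cut at about 20% in these data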;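 also: 0% = DMSO wells while the 100% control is not disclosed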
Target sequence (O14672 214-748 limits assumed): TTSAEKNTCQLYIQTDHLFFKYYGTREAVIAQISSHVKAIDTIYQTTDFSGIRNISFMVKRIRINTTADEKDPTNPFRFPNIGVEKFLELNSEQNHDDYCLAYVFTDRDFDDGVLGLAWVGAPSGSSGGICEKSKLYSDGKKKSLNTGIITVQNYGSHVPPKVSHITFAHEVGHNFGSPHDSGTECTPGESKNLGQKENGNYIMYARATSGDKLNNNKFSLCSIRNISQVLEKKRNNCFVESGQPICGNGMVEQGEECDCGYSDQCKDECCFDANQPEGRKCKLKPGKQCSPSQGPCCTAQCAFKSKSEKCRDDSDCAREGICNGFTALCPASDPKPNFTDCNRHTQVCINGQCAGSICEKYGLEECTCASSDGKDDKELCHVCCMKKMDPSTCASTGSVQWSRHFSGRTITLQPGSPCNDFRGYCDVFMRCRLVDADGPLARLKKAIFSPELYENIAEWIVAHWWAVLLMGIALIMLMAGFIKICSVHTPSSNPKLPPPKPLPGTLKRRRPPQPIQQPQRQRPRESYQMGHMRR
ARFGAP1 inhibitor: rat ARFGAP1 inhibition; Q62848; Arfgap1-stimulated ARF1 GTP hydrolysis, GDP FP detection; inhibition, % at 16.5 µM; 360,000 tested, 0.26% active;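 active = inhibition above a per-plate limit, mean inhibition of low control wells plus 3 SD, cut at about 25% in these data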;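 also: 0% = DMSO wells with enzyme and 100% = wells lacking Arfgap1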
Target sequence (Q62848 1-136 limits assumed): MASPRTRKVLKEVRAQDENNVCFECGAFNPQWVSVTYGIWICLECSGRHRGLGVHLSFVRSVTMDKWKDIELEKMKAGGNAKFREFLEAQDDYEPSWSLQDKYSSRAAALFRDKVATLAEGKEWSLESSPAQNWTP
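System: truncated rat Arfgap1 GAP domain / Benchmarks: high control wells lacking Arfgap1, low control full reaction with DMSO / Times: compound-enzyme preincubation 20 min, reaction 120 min, detection 60 min, 25 °C / Repeats: one replicate per compound / Also added: human ARF1(Δ1-17)-GTP substrate / Measured by: Tracer-displacement fluorescence polarization with EDTA stop, 620/688 nm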
sPLA2-III inh: Blocks human group III sPLA2 activity | Q9NZ20 | QFRET BODIPY PC-A2 liposome hydrolysis, fluorescence | inhibition, % at 12.2 µM | 370,000 tested, 0.56% active | AID 743126;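 active = inhibition above mean plus 3 SD of compounds lying within the high and low control bounds, cut at about 19% in these data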;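 also: 0% = median of test compound wells and 100% = no enzyme DMSO wells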
Tn6 DDE FP: disrupts Tn6 cyclic peptide binding to fibrin D-Dimer-E complex; AID 720509; 370,000 tested, 0.21% active; inhibition, % at 8.3 µM; P02675; Fibrin DD(E) TRITC-Tn6 fluorescence polarization displacement;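 active = inhibition above a per-campaign cutoff: mean of compounds within control limits plus 3 SD, cut at about 15% in these data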;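 also: 0% = median of all compound wells on the plate and 100% = blocking peptide control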
KLK7 zymogen act: activates the human kallikrein-7 zymogen | P49862 | 370,000 tested, 0.9% active | activation, % at 7 µM | purified proKLK7, EDANS-DABCYL substrate fluorescence; 100% is mature enzyme control, 0% vehicle | AID 652039;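 active = activation above the mean of all tested compounds plus 3 SD, computed per campaign excluding outliers beyond control limits, cut at about 13% in these data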
Target sequence (P49862 whole entry, looked up): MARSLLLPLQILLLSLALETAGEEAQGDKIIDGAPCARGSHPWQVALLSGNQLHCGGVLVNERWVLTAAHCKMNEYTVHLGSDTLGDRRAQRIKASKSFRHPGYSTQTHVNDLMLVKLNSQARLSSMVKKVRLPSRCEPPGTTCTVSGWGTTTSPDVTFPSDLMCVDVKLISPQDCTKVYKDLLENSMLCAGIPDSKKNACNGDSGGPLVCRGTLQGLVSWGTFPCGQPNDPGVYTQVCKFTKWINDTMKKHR
GC-A act: GC-A (human) enzyme activation; P16066; HEK293 GC-A cells, cGMP TR-FRET, EC30 ANP; 0% at EC30 ANP, 100% saturating ANP; activation, % at 10 µM; 370,000 tested, 0.14% active; in the data active = activation above about 40%
ASAP1 GAP inh: inhibitors of human ASAP1 ArfGAP activity; AID 624377; Q9ULH1; ASAP1-stimulated ARF1 GTP hydrolysis, GDP FP detection; inhibition, % at 16.5 µM; 360,000 tested, 0.19% active; in the data active = inhibition above about 25%;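 also: 0% = vehicle with enzyme and substrate and 100% = no enzyme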
Active calls of the source: *; x = not tested or not shown.

Second line of a record: GC-B act, ADAM10 inh, ARFGAP1 inhibitor, GC-A act, FXN GAA850 act, ASAP1 GAP inh, sPLA2-III inh, Tn6 DDE FP, rCAG RNA binder, KLK7 zymogen act
Cc1nnc(SCc2cnc(-c3ccc(C(C)C)cc3)s2)n1C
→ 1, 6, 5, -1, 1.7, -4, 0, -4, -7, 0.1
C[C@H](O)[C@@H]1C(=O)N2CCc3c([nH]c4c(-c5ccccc5)cccc34)[C@@H]2C[C@@H]1N(C)C(=O)NC1CCCCC1
→ -6, -181, 6, -7, x, 10, 0, -3, 3, -7.7
CCc1ccc(-c2nc(CSCC(=O)NCCCN3CCCC3=O)c(C)o2)cc1
→ 3, 0, 5, 4, -4.5, -16, 4, 5, -7, -0.3
COc1ccccc1NC(=O)NCC1(N(C)C)CCCCC1
→ -3, 1, -6, -1, 0.5, 4, -1, -2, -3, -0.5
OCC[C@H]1C[C@H](O)[C@@H](O)[C@@]2(CCc3ccccc3O2)O1
→ 2, 4, 9, 1, 0.4, 12, -2, -1, 0, -0.2
COc1ccccc1NC(=O)c1ccc(NC(=O)CN2CCCCC2)cc1
→ 3, 3, 8, 1, 1.4, 8, 1, -7, -1, 0.1
NS(=O)(=O)c1cccc(NC(=O)COC(=O)c2ccc(S(=O)(=O)N3CCOCC3)cc2)c1
→ 2, 0, 4, 7, -1.1, 1, -5, 3, 3, 0.4
Cc1ccc(N(C(C)C(=O)Nc2ccc(S(=O)(=O)N3CCOCC3)cc2)S(C)(=O)=O)cc1 (stereo not given)
→ 5, -3, -2, 0, 1.5, -10, -20, 6, -2, 0.0
Cc1sc(NC(=O)C2CC(=O)N(Cc3ccco3)C2)nc1-c1ccccc1 (stereo not given)
→ -10, 1, -9, 22, 0.9, -3, -12, -2, 6, 0.3
Cn1cc(CN2CCC(C(=O)Nc3cccc(-c4cccc(F)c4)c3)CC2)cn1
→ -4, -2, 6, -3, 2.8, 6, -14, 4, -2, 0.3
COC(=O)[C@]1(Cc2ccccc2)N[C@H](CN(C)S(=O)(=O)c2ccc(-c3ccccc3)cc2)[C@@H]2C(=O)N(C)C(=O)[C@@H]21
→ 6, 10, -14, 0, -0.3, 1, -16, -2, 13, 0.1
O=C(COC(=O)Cc1ccc(F)cc1)NC1CCCCCC1
→ 5, 2, -4, 1, 2.4, -12, -10, 1, -3, -0.1
O=C(Cn1cc(C(=O)c2ccco2)c2ccccc21)NCc1ccco1
→ 1, -1, 8, -2, 2.1, 5, -8, 1, 8, 0.4
COC(=O)CCC(=O)Nc1nccs1
→ 3, -4, 14, 0, 2.2, 8, 0, -4, 0, 0.1
c1ccc2c(CN3CCOCC3)c3ccccc3c(CN3CCOCC3)c2c1
→ 0, 4, 21, 4, -0.1, -2, 3, -3, -1, -0.1
O=C(Nc1nnc(-c2ccc3c(c2)OCCO3)o1)C1CCCCC1
→ 2, 2, 4, 0, 2.5, 4, -2, 5, -4, -0.9
C=CCN1C(=O)OC2(CCCCC2)C1(C)O (stereo not given)
→ 2, 3, 0, 4, -1.1, -2, 8, -3, 0, -0.3
COc1ccc(CNC(=O)C/C(C)=N/NC(=O)c2ccc(OC)cc2OC)cc1
→ -4, -5, 7, -2, 1.7, -12, 0, 1, -1, -0.7
c1cncc(CSc2ccc(-c3cccs3)nn2)c1
→ 3, -4, 11, -1, 4.5, -2, 0, -1, -4, -0.5
COc1ccccc1NC(=O)C(C)Nc1ccc(C)c(Cl)c1 (stereo not given)
→ -1, 3, -4, -4, 2.2, 1, -6, 4, -5, -0.2
CCN1C(=O)/C(=C\C=C2/C=CC=CN2CC)SC1=S
→ 4, -10, 11, -3, 2.6, 3, 25*, 1, 4, 0.1
CC(C)c1ccc(OCC(O)CN2CCN(c3ccccn3)CC2)cc1 (stereo not given)
→ 2, -2, 3, -4, 0.8, -7, -7, -9, -9, 0.4
Cn1c(=O)cc(SCC(=O)NCCCN2CCN(c3ccc(F)cc3)CC2)c2ccccc21
→ 2, -26, 38*, -8, 0.2, 1, -5, -3, -8, -0.4
CCc1c(Cl)nc(N)nc1Nc1ccccc1C
→ 2, -1, 4, 0, -0.5, -8, -5, -7, 2, -0.2
Cc1cccc(NCc2nc(SCC(=O)Nc3ccccc3)n[nH]2)c1
→ 6, 2, -5, -1, 2.7, -9, -12, 6, 3, -0.6
Cc1ccc(-c2csc3ncnc(Nc4ccc(C(=O)O)cc4)c23)cc1
→ -7, -10, 14, 2, 1.2, 2, 7, 2, 5, 0.2
O=C(N1CCC(n2nc(-c3ccccc3)oc2=O)CC1)C1(c2ccccc2)CCCC1
→ -5, -1, x, 3, x, x, 4, -4, x, x
CC(=O)Nc1ccc(-c2ccnc3c2CC(C(=O)Nc2cccc(OC(F)(F)F)c2)O3)cc1 (stereo not given)
→ -3, 3, 5, -1, -2.6, 7, -12, -6, 4, 0.0
Cc1cccc(C)c1NC(=O)C(c1ccccc1OC(F)(F)F)N1CCN(C)CC1 (stereo not given)
→ -1, -6, -7, -1, x, 2, 0, -2, -2, 0.1
COc1ccccc1OCC(=O)c1[nH]c(C)c(C(C)=O)c1C
→ -3, -2, -2, -2, -1.3, -6, 4, 2, 6, -0.6
Cc1[nH]c(=O)[nH]c(=O)c1CSc1nnc(CCCCCNC(=O)OC(C)(C)C)o1
→ -3, -3, -1, -3, 1.7, 11, -2, 6, 1, -0.6
Cc1ccnc(NC(=O)CSc2ccccn2)c1
→ -3, 0, 0, 4, -0.6, -2, 4, 3, -2, 0.8
CSCCC(NS(=O)(=O)c1ccc(C)cc1)C(=O)NC1CCCCCC1 (stereo not given)
→ 3, -8, -2, 3, -2.2, -13, 5, 5, -9, -0.1
O=C(CN1C(=O)CSC1=O)Nc1ccc2c(c1)OCCO2
→ 6, 5, 8, 4, -2.0, -15, 0, 5, 3, 0.0
O=C(O)/C=C/C(=O)NCc1ccccc1
→ 0, 1, 5, 3, 1.6, -2, 5, 4, -2, 0.2
CC(=O)Nc1ccc(S(=O)(=O)NNC(=O)c2ccc(C)cc2)cc1
→ 14, -10, -6, 1, -0.3, -9, 2, -2, 2, -0.8
COCCn1cnc2c(c1=O)c1nc3ccccc3nc1n2/N=C/c1ccc(OC)c(OC)c1
→ -5, -5, -13, 5, -4.9, 33*, -2, 2, 2, 0.3
OCCNc1nc(Nc2ccccc2Oc2ccccc2)nc(N2CCCC2)n1
→ -8, 27*, 1, 0, 5.3, -1, -23, -10, 2, 0.2
COc1cccc(CN2CCN(Cc3cccc(Br)c3)CC2)c1OC
→ -2, 5, 5, -1, 0.4, 0, 1, 9, -9, -0.2
COc1ccc2cc(C(=O)NCC(=O)O)sc(=O)c2c1OC
→ 4, -11, 6, 1, -0.8, 1, -1, 10, 4, 0.4
Cc1onc(-c2c(F)cccc2Cl)c1C(=O)N(C)C1CCCCC1
→ -1, 10, 3, 1, 1.3, 3, 6, 1, -6, -1.3
O=C(N/N=C/c1ccccc1F)c1cc2c(ccc3ccccc32)o1
→ 0, -44, 8, 0, -0.3, -4, 6, 2, 6, -3.7
CC(=O)Nc1ccc(NC(=O)c2nc(-c3ccccc3)oc2C)cc1
→ 4, -4, 15, -3, 1.9, 6, 7, -7, 3, -0.5
CCc1ccc(CN2CCC(Oc3ccc(C(=O)N4CCCC4)cc3)CC2)cc1
→ 1, -3, 7, -1, 1.9, 6, -2, 2, -12, -0.4
Clc1cccc(Cl)c1COc1ccncc1
→ -3, -4, 5, 4, -1.2, -1, 0, 6, 2, -0.3
CC(=O)c1ccc(OCC(C)C)c(Cc2c(O)nc(N)[nH]c2=O)c1
→ 0, 2, -2, -2, -1.4, -9, 12, 5, 3, -0.3
COCCN(C(=O)CCCC(=O)Nc1ccccn1)C(C(=O)NC1CCCCC1)c1ccc(C)cc1 (stereo not given)
→ 2, -3, 1, 7, -2.2, 3, 4, -1, 1, 0.2
COc1ccc(S(=O)(=O)N(C)CC(=O)NC2CC2)cc1OC
→ 4, -9, -9, 2, 0.6, -1, 1, -1, -1, 0.1
CCN(CC)c1ccc(NC(=O)CN2CCN(c3ccccn3)CC2)cc1
→ 2, 1, 45*, 1, 1.2, 3, 6, -7, -8, 0.2
Cc1ccc(OCC(=O)Nc2ccc(S(=O)(=O)Nc3onc(C)c3C)cc2)cc1
→ 2, 2, 13, 0, -0.3, 1, -8, 4, 27, 0.0
C/C(NCCc1ccc(O)cc1)=C1/CCOC1=O
→ 1, -37, -2, 3, 2.2, 10, 3, 6, 2, 0.2
CNC(=O)c1sccc1Oc1ccc(F)cc1[N+](=O)[O-]
→ 0, 0, 13, -4, 1.8, 5, 0, 5, -1, -0.8
COc1ccc(CNC(=O)CN(c2ccccc2)S(=O)(=O)c2ccccc2[N+](=O)[O-])cc1
→ 4, -9, 14, -3, 0.4, -6, -9, 2, 0, -0.1
CC(=O)c1ccc(S(=O)(=O)N2CCN(C(=O)c3ccc(N)c([N+](=O)[O-])c3)CC2)cc1
→ -4, 2, -4, -1, -1.1, -15, -4, 6, 8, -0.5
CC(=O)N1C(C(=O)O)CSC1c1cccc(C)c1 (stereo not given)
→ 10, -10, 2, 4, -0.3, -6, 11, 4, 2, -0.5
CCOC(=O)c1cc(OC)c2cccc(CN3CCCC(C)(C(=O)NCCOC)C3)c2c1 (stereo not given)
→ -8, -85, 0, -14, 0.7, 7, 0, -5, -2, 1.1
O=C(NC1CCCCC1)c1cc(-c2ccccc2O)on1
→ -1, -8, 14, -1, 4.8, -1, 4, -3, 4, -0.2
NC1=NN(c2cccc(C(=O)O)c2)C(=O)C1
→ 0, 1, 10, -2, 0.3, 4, 1, 2, 9, -0.1

Assay outcomes: PubChem, several laboratories
